From PubChem BioAssay
POLK inh – inhibitors of human DNA polymerase kappa | purified Pol kappa, fluorescent DNA synthesis assay, 10 min | Potency, µM (series often up to 107 µM), inactives show at the top dose activity, negative = inhibition, usual class: inhibitors | 400,000 tested, 0.53% active; also: % is scaled to controls: 0 for no effect and ±100 for the full control effect
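First, compounds were pin-transferred onto 10 nM Pol kappa. After 15 min at room temperature, substrate was added to 50 nM final. Fluorescence was then measured kinetically at 0 and 10 min.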
JMJD2A Tudor inh – JMJD2A Tudor domain (human) inhibition. AlphaScreen JMJD2A-Tudor / H3K4me3 peptide binding. 390,000 tested, 4.4% active. O75164. Potency, µM (highest dose often 114 µM), inactives show top-dose activity change, negative = inhibition, hits mostly inhibitors; also: % is scaled to controls: 0 for no effect and ±100 for the full control effect; nearly all actives have a fitted effect of over 50% in size
BLM inh – inhibitors of human Bloom syndrome helicase BLM | P54132 | recombinant BLM DNA unwinding, fluorescence dequenching | Potency, µM (top dose mostly 56.1 µM), inactives show at the highest dose activity change, negative = inhibition, usual class: inhibitors | 350,000 tested, 0.2% active | AID 2528;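 also: plate controls were vehicle for no effect and no enzyme for full effect; nearly all actives have a fitted effect of over 35% in size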
Target sequence (P54132 whole entry, looked up): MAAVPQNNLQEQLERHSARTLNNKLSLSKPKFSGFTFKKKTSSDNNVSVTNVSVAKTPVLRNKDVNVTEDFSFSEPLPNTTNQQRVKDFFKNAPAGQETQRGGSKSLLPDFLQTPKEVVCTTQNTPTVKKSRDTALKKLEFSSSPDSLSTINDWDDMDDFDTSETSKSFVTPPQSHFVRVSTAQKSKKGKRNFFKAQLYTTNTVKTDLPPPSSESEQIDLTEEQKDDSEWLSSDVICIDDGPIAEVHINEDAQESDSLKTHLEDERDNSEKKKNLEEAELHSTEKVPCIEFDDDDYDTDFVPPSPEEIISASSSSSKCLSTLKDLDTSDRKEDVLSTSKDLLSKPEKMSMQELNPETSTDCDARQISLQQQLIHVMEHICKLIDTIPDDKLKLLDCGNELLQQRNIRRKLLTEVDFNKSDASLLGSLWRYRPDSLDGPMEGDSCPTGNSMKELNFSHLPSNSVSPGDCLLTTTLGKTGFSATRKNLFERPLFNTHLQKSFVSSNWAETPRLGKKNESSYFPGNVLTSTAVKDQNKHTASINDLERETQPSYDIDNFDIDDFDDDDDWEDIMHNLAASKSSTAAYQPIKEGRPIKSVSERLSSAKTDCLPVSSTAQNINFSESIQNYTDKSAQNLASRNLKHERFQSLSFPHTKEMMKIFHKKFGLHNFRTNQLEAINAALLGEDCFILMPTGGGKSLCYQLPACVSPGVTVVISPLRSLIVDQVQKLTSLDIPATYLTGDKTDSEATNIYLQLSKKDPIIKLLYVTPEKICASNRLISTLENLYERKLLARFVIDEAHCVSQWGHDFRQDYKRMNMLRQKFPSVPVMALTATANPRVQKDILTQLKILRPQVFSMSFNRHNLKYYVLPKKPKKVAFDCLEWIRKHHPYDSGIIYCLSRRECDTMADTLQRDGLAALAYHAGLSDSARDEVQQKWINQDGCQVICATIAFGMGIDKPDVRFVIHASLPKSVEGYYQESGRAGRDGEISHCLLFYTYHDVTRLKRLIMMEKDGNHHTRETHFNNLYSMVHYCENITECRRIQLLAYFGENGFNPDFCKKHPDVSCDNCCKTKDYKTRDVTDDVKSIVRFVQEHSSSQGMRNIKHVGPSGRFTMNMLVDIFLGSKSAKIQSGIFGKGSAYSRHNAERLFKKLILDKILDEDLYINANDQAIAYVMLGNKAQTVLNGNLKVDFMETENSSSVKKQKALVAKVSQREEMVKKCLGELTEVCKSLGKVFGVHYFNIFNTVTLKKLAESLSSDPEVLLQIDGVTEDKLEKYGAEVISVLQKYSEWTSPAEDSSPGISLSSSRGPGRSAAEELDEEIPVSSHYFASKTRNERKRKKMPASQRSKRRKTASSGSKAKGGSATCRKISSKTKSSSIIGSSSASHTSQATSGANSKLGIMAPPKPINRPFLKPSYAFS
Pol eta inh – DNA polymerase eta (human) inhibition; Q9Y253; recombinant Pol eta, fluorescent DNA replication assay; AID 588591; Potency, µM (doses to about 114 µM), without a hit: at the top dose activity change, negative = inhibition, actives largely listed as inhibitors; 390,000 tested, 1.2% active; also: % is scaled to controls: 0 for no effect and ±100 for the full control effect
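Pol eta at 10 nM preincubated with compounds 15 min at room temperature; reaction started with fluorescent substrate (50 nM final) and read kinetically at 0 and 10 min.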
BAZ2B inh – BAZ2B (human) inhibition | 360,000 tested, 4.4% active | Q9UIF8 | AlphaScreen BAZ2B-H3K14Ac peptide displacement | Potency, µM (titrated, usually from 114 µM), for inactives: at the highest dose activity change, negative = inhibition, usual class: inhibitors; also: % is scaled to controls: 0 for no effect and ±100 for the full control effect; nearly all actives have a fitted effect of over 60% in size
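AlphaScreen displacement: compounds (up to 110uM) incubated 30 min at room temperature with a preformed 50 nM BAZ2B/50 nM biotinylated H3K14Ac peptide complex in PBS pH 7.4 with Tween-20. Donor and acceptor beads at 10 ug/mL final added, 20 min light-protected before reading.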
Pol iota inh – blocks human DNA polymerase iota activity | 390,000 tested, 1% active | Pol iota fluorescent replication assay, 10 min | Potency, µM (highest dose often 115 µM), inactives show at the highest dose activity, negative = inhibition, actives largely listed as inhibitors | AID 588590
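Fluorescent replication assay read twice, at 0 min and 10 min after adding 50 nM (final) substrate. Enzyme (10 nM) and compounds were first incubated 15 min at room temperature; enzyme-free buffer wells were negative controls.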
APE1 inh – blocks human APE1 abasic DNA cleavage. 350,000 tested, 0.35% active. P27695. AID 2517. recombinant APE1, TAMRA/BHQ-2 abasic DNA cleavage fluorescence. Potency, µM (doses to about 65.8 µM), without a hit: at the highest dose activity change, negative = inhibition, usual class: inhibitors;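 also: plate controls were vehicle for no effect and reference inhibitor for full effect; nearly all actives have a fitted effect of over 55% in size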
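Incision of a quenched TAMRA/BHQ-2 THF abasic-site duplex (50 nM) by 0.75 nM APE1, after 15 min compound preincubation, measured as fluorescence increase over three 60 s reads. Values normalized to buffer, DMSO and NSC13755 control wells.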
G9a inh – blocks human histone lysine methyltransferase G9a | Potency, µM (series often up to 102 µM), for the others: at the highest dose activity, negative = inhibition, most hits filed as inhibitors | Q96KQ7 | 350,000 tested, 8.8% active | G9a H3K9 monomethylation, AlphaScreen, 2 h; also: % is scaled to controls: 0 for no effect and ±100 for the full control effect; nearly all actives have a fitted effect of over 75% in size
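Quantitative HTS format: methyltransferase activity on a biotin-tagged H3K9 peptide is measured by AlphaScreen, using a rabbit anti-monomethyl-H3K9 antibody with streptavidin donor and anti-IgG acceptor beads. Final levels are 20 nM enzyme, 500 nM peptide, 20 uM SAM; 2 h RT.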
POLB inh – blocks human DNA polymerase beta activity | P06746 | Pol beta primer extension/strand displacement, fluorescence kinetic | Potency, µM (top dose mostly 114 µM), without a hit: top-dose activity change, negative = inhibition, hits mostly inhibitors | 340,000 tested, 1.3% active | AID 485314; also: % is scaled to controls: 0 for no effect and ±100 for the full control effect
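Reaction started by 50 nM substrate onto compound-treated Pol beta (10 nM, 15 min preincubation, room temperature); plates read at 0 min and 10 min. Normalized concentration-effect data fitted by four-parameter Hill equation.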
The depositor's hits bear a star; ? = inconclusive; . = no result given; [ ] = remark or other dose. Calls follow the shape of the dose curve; as a rule, active = well fitted curve in the direction sought with a large enough effect; inconclusive = small, poorly fitted or top-dose-only effect, or another doubt; inactive = no such curve, though single readings can be large; an effect the other way counts as inactive or inconclusive. Potency is read from the fitted curve at half-maximal effect. Some of the compounds tested, so the mix of outcomes need not match the whole.

SMILES	POLK inh	JMJD2A Tudor inh	BLM inh	Pol eta inh	BAZ2B inh	Pol iota inh	APE1 inh	G9a inh	POLB inh
Cc1c(C(=O)OC/C(O)=C(\C#N)c2nc3ccccc3[nH]2)oc2ccccc12	-7%	-11%	-7%	-23%	-1%	78%[activator]	7%	40%[59 µM]	9%
CCOC(=O)c1c(NC(=O)COc2ccccc2F)sc2c1CC(C)(C)NC2(C)C	-15%	-19%	.	-12%	-7%	-9%	-8%	14%[2.33 µM]	.
CCCCn1c(N)c(N(Cc2ccccc2OC)C(=O)c2sccc2C)c(=O)[nH]c1=O	-11%	-7%	.	-8%	36%[activator]	10%	5%	-18%	.
Cn1c(=O)c2ncn(CC(=O)Nc3ccc4c5c(cccc35)CC4)c2n(C)c1=O	4%	-16%	-2%	-7%	11%	?	2%	-8%[12.7 µM]	5%
COc1ccc(C(=O)Nc2ccc(-c3nc4ccccc4s3)cc2C)cc1Cl	-14%	4%	-6%	-8%	-14%	28%	.	5%[59 µM]	0%
CCNS(=O)(=O)c1ccc(Br)c(C(=O)OC(C)C(=O)NCC2CCCCC2)c1 (configuration not stated)	7%	-2%	.	-12%	7%	44%	43%	?	.
O=C(NCCN=C1NS(=O)(=O)c2ccccc21)c1ccco1	-9%	-10%	-2%	-1%	-3%	7%	2%	20%	0%
CC(=O)C1=C(O)C(=O)N(Cc2ccco2)C1c1ccc(F)cc1 (configuration not stated)	-6%	-19%	2%	-8%	-15%	6%	?	?	4%
O=C(c1ccccc1)N1CCN(C(=O)C2CC2)CC1	-20%	-6%	1%	-11%	10%	-23%	7%	5%	55%
CSc1nc(N)c2ncn([C@@H]3O[C@H](COP(=O)(O)OP(=O)(O)O)[C@H](O)[C@H]3O)c2n1	.	.	.	-5%[57.1 µM]	.	0%[58.9 µM]	16%	20%[12.7 µM]	6%[57.1 µM]
CS(=O)(=O)c1ccc(Cl)c(NC(=O)C2CCCN(C(=O)c3ccc(Cl)cc3)C2)c1 (configuration not stated)	-10%	-14%	.	-9%	-5%	58%[activator]	-3%	-5%	.
COc1ccc(CNC(=O)C(Cc2ccccc2)NS(=O)(=O)c2ccc3c(c2)CCN3C(C)=O)cc1 (configuration not stated)	0%	-19%	-18%	-9%	.	?	.	10%[59 µM]	25µM*
CCCCNC(=O)C1CCN(Cc2ccc(OCc3ccccc3)cc2)CC1	-7%	3.5µM*	4%	-7%	?	10%	0%	11µM*	0%
CCc1cccc(NC(=O)c2cc3c(s2)-c2ccccc2OC3)c1	-9%	77%[activator]	1%	-10%	8%	-4%	.	1%[59 µM]	?
O=c1[nH]cc(C(F)(F)F)cc1NS(=O)(=O)c1ccc([N+](=O)[O-])cc1	-14%	?	1%	-15%	-32%	41%[activator]	-3%	?	-14%
COc1cc(/C=C(\C#N)c2nc3ccccc3[nH]2)cc(Cl)c1OCc1ccccc1Cl	-8%	-3%	-15%	?	-3%	69%[activator]	.	11%[59 µM]	3.2µM*
CC(=O)OC1c2ccccc2C(=O)N1Cc1ccccc1 (configuration not stated)	-9%	1%	-2%	1%	-5%	-7%	-2%	2%	5%
O=C(O)C12C3CCC(O3)C1(C(=O)O)C1CCC2O1 (configuration not stated)	1%	-10%	.	-14%	.	?	.	.	.
CN(c1ccc(F)cc1)S(=O)(=O)c1ccc(Cl)c(C(=O)Nc2ccc3c(c2)CCC3)c1	-15%	-10%	-2%	-16%	-5%	-8%	10%	?	16%
Cc1nc(SCC(=O)Nc2c(C)n(C)n(-c3ccccc3)c2=O)n[nH]1	-14%	-8%	-13%	0%	-6%	3%	13%	-17%[59 µM]	12%
COc1cc2c(cc1OC)CN(c1nc(CN3CCCCC3)nc3sc4c(c13)CCCC4)CC2	-9%	-34%	11%	-29%	?	25%	-4%	?	3%
O=C(Nc1cnc2ccccc2c1)N1CCCCC1	-4%	-9%	1%	1%	3%	-6%	0%	14%	11%
CCOc1ccc(-c2cc(CCCC(=O)NCCc3ccc(OC)c(OC)c3OC)no2)cc1	-9%	-7%	-2%	-8%	0%	5%	-2%	?	15%
COc1ccc(-c2csc(NC(=O)CSc3nnnn3C)n2)cc1OC	-1%	-7%	.	-13%	6%	30%	20%	0%[12.7 µM]	.
Cc1cc2c(cc1C)NC(CC(=O)Nc1ccccc1SC(F)(F)F)C(=O)N2 (configuration not stated)	-8%	-1%	-2%	-3%	-1%	26%	.	5%[59 µM]	3%
(next part)
SMILES	POLK inh	JMJD2A Tudor inh	BLM inh	Pol eta inh	BAZ2B inh	Pol iota inh	APE1 inh	G9a inh	POLB inh
COc1cc(/C=C2\SC(=S)N(c3cccnc3)C2=O)ccc1O	?	-31%	0%	4%	?	?	-6%	-49%[59 µM]	?
COC(=O)C1=C(CN2CCCc3ccccc32)NC(=O)NC1c1ccc(F)cc1 (configuration not stated)	-10%	?	-11%	-17%	?	40%[activator]	-11%	20µM*	27%
CCOc1ccc2c(c1)C(=NNC(=O)c1ccccn1)c1cc(OCC)ccc1-2	-13%	-24%[11.4 µM]	.	30%[activator]	.	-3%	.	.	.
CCc1ccc(NC(=O)Nc2ccncc2)cc1	-4%	-19%	-3%	-23%	-21%	17%	-3%	1%	33%
COc1ccc(NC(=O)C2CCCN(c3c4c(nc5ncnn35)CCC4)C2)cc1OC (configuration not stated)	-13%	-6%	1%	-16%	-1%	20%	-9%	-42%	?
O=S(=O)(/N=C/c1ccccc1O)c1cccs1	-8%	-13%	-1%	-13%	1%	31%[activator]	-3%	27%	8%
COCCn1c(=O)[nH]c2cc(C(=O)Nc3nnc(C)s3)ccc21	-23%	-12%	5%	-3%	3%	34%[activator]	3%	79µM*	7%
COC(=O)CSc1nnc([C@H](Cc2ccccc2)NC(=O)OC(C)(C)C)o1	-5%	13%	-2%	-13%	2%	-12%	-1%	18%	31%
COc1ccc(C(=O)COC(=O)C2CC3CCCC(C2)C3=O)cc1Br (configuration not stated)	1%	-5%	.	-11%	-4%	22%	-4%	12%[0.501 µM]	.
CCn1nnnc1SCC(=O)N1c2ccccc2Sc2ccccc21	-13%	-18%	4%	-16%	7%	-6%	1%	6%[59 µM]	11%
CCCCC(=O)NC(NC(=S)N1CCOCC1)C(Cl)(Cl)Cl (configuration not stated)	6%	-5%	2%	6%	14%	19%	-2%	51%[12.7 µM]	2%
CCN1CCN(C(=S)Nc2ccc(C(C)=O)cc2)CC1	-8%	-3%	-5%	0%	-18%	26%	4%	?	31%
Cc1cc(N/N=C/c2ccc(Cl)cc2Cl)nc(NCc2ccccc2)n1	-11%	-27%	-10%	-27%	?	24%	-1%	?	20%
CCCC(C(=O)NC(C)(C)CC)N(CC1CCCO1)C(=O)CNS(=O)(=O)c1ccc(F)cc1 (configuration not stated)	-4%	-3%	-1%	6%	-13%	43%[activator]	-7%	41%	29%
CCCn1nnnc1NC(=O)c1cc(Br)ccc1OC	-7%	-12%	0%	-17%	?	44%[activator]	1%	25µM*	1%
Cc1ccc(NC(=O)C2CC(=O)Nc3nncn32)cc1 (configuration not stated)	-8%	-16%	-1%	-2%	-17%	-19%	-4%	-12%	36%[activator]
Cc1ccc(NS(C)(=O)=O)c(C(=O)c2ccccc2)c1	-16%	33%	-3%	3%	10%	11%	20%	8%[59 µM]	22%
CC(C)NC(=O)N(C)C[C@H]1Oc2ccc(NC(=O)C3CC3)cc2C(=O)N([C@H](C)CO)C[C@@H]1C	17%	-6%	.	-9%	.	12%	39%	.	.
Oc1ccccc1/C=N/NC(=S)NC1CC2CCC1C2 (configuration not stated)	-7%	?	-13%	-28%	?	-11%[58.9 µM]	-4%	?	-10%

One compound at a time, as listed above. Values in the order: POLK inh, JMJD2A Tudor inh, BLM inh, Pol eta inh, BAZ2B inh, Pol iota inh, APE1 inh, G9a inh, POLB inh
CCN1CCN(C(=S)Nc2ccc(C(C)=O)cc2)CC1 in the list: -8%, -3%, -5%, 0%, -18%, 26%, 4%, ?, 31%
Cc1cc(N/N=C/c2ccc(Cl)cc2Cl)nc(NCc2ccccc2)n1 in the list: -11%, -27%, -10%, -27%, ?, 24%, -1%, ?, 20%

An excerpt from above in order of their number in POLK inh, ascending.
compound	POLK inh	JMJD2A Tudor inh	BLM inh	Pol eta inh	BAZ2B inh	Pol iota inh	G9a inh
COCCn1c(=O)[nH]c2cc(C(=O)Nc3nnc(C)s3)ccc21	-23%	-12%	5%	-3%	3%	34%[activator]	79µM*
Cc1cc(N/N=C/c2ccc(Cl)cc2Cl)nc(NCc2ccccc2)n1	-11%	-27%	-10%	-27%	?	24%	?
Cc1ccc(NC(=O)C2CC(=O)Nc3nncn32)cc1 (configuration not stated)	-8%	-16%	-1%	-2%	-17%	-19%	-12%
CCc1ccc(NC(=O)Nc2ccncc2)cc1	-4%	-19%	-3%	-23%	-21%	17%	1%
